Source: PubChem
AmpC no deterg – AmpC beta-lactamase inhibition without detergent; P00811; AmpC nitrocefin hydrolysis, absorbance 480 nm, 0.0001% Triton; Potency, µM (series often up to 57.1 µM), without a hit: at the highest dose activity change, negative = inhibition, usual class: inhibitors; hit rate 0.52% among 330,000; AID 485341;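 note: potency is the fitted concentration of half-maximal effect; plate controls were no compound for no effect and no enzyme for full effect; nearly all actives have a fitted effect of over 20% in size; some results filed as inactive show a strong effect at the top dose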
Target sequence (P00811 whole entry, looked up): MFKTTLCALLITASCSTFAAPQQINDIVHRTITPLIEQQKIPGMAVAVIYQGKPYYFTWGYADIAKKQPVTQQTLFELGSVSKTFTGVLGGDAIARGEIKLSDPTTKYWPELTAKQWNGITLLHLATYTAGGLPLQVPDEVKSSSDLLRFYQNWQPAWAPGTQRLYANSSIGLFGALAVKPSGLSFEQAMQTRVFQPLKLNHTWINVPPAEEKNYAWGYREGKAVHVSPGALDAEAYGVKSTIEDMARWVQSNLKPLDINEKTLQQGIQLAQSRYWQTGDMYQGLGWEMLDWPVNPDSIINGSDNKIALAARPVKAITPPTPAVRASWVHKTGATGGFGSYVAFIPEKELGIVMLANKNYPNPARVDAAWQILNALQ
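AmpC (5.3 nM in the dispensed reagent) in 20 mM phosphate pH 7.0 with 0.01% (detergent screen) or 0.0001% Triton X-100 was preincubated with compounds for 15 min at room temperature. Nitrocefin was then added from an 800 uM solution, and hydrolysis was followed at 480 nm.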
AmpC inh detg – inhibitors of E. coli AmpC beta-lactamase with detergent | Potency, µM (doses to about 114 µM), inactives show at the highest dose activity change, negative = inhibition, usual class: inhibitors | hit rate 0.041% among 370,000 | AmpC hydrolysis of nitrocefin, absorbance 480 nm, 0.01% Triton;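 note: potency is the fitted concentration of half-maximal effect; 0% = no-compound wells and -100% = no-enzyme wells; nearly all actives have a fitted effect of over 25% in size; some results filed as inactive show a strong effect at the top dose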
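20 mM phosphate pH 7.0 + 0.01% (detergent screen) or 0.0001% Triton X-100; 5.3 nM AmpC reagent; cpd preinc 15 min RT; nitrocefin (800 uM stock) to start; A480 q20 s × 4 min; Activity was normalised to no-enzyme and no-compound control wells.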
HCMV antiviral – human cytomegalovirus inhibition. HFF cells, HCMV-luciferase reporter, 72 h; stronger effect = lower value. hit rate 4.5% among 410,000. activity change, negative = inhibition, % at 57.5 µM; in the data active = activity change below about -60%; inconclusive = no clear call, values can overlap the other calls; inactive = above about -39%; note: % is set by controls: 0 for no effect and ±100 for the full control effect
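Compounds were evaluated in HFFs infected with an HCMV luciferase reporter virus (MOI 1 PFU/cell). Luciferase in lysates collected 72 h post infection served as the replication measure.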
FBPA Giardia inh – Giardia lamblia aldolase inhibition; A8B2U2; purified Giardia FBPA; hit rate 0.71% among 290,000; Potency, µM (titrated, usually from 59.6 µM), for the others: at the highest dose activity, negative = inhibition, usual class: inhibitors; note: potency is the fitted concentration of half-maximal effect; % is set by controls: 0 for no effect and ±100 for the full control effect; nearly all actives have a fitted effect of over 55% in size
Target sequence (A8B2U2 whole entry, looked up): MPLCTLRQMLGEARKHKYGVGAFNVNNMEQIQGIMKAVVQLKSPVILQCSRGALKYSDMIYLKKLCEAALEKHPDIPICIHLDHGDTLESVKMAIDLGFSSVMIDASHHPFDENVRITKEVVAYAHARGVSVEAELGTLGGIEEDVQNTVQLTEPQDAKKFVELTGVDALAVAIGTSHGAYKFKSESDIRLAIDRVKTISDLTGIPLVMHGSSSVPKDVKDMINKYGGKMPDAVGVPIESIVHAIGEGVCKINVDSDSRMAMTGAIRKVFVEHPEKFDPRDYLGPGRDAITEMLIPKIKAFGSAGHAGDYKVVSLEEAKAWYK
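Giardia FBPA (40 nM reagent) was preincubated 10 min at RT with compound (up to 57.5 uM final), then substrate plus GAPDH/TPI/NAD/arsenate coupling system with diaphorase/resazurin was added; resorufin fluorescence (525/598 nm) was read after 20 min.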
AMA1 RON2 block – inhibitors of Plasmodium falciparum AMA1-RON2 interaction; AlphaScreen AMA1-biotinylated RON2 peptide binding; Potency, µM (highest dose often 58.2 µM), for the others: at the top dose activity change, negative = inhibition, hits mostly inhibitors; hit rate 0.2% among 360,000; AID 720542;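 note: potency is the fitted concentration of half-maximal effect; 0% = vehicle wells and -100% = peptide control; nearly all actives have a fitted effect of over 45% in size; some results filed as inactive show a strong effect at the top dose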
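AMA1 (3D7) with his tag at 25 nM final met compounds first, then biotinylated RON2 peptide at 25 nM; detection used donor plus acceptor beads, 10 µg/mL apiece, read by AlphaScreen after 30 min at room temperature.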
Shiga toxin inh – blocks Shiga toxin action in Vero cells; Vero cells, Shiga toxin protein synthesis inhibition reporter; inhibition, % at 38.7 µM; hit rate 9.2% among 290,000; in the data active = inhibition mostly above about 28%, no sharp cut-off; inactive = mostly below about 43%; note: 0% is about no effect
Cycloheximide cs – counter-screen for Shiga toxin inhibitors: cycloheximide protein synthesis inhibition. hit rate 12% among 300,000. cell reporter, cycloheximide protein synthesis inhibition counterscreen. AID 2314. max response, %; in the data active = max response mostly above about 13%, no sharp cut-off; inactive = mostly below about 14%; note: read at 38.3 µM for the half of the compounds with a filed dose; 0% is about no effect
Numbers without * were called inactive; ? = inconclusive; / = not tested or not shown; [ ] = remark or other dose. Unless noted, calls come from the whole dose curve; as a rule, active = well fitted curve in the direction sought with a large enough effect; inconclusive = small, poorly fitted or top-dose-only effect, or another doubt; inactive = no such curve, though single readings can be large; an effect the other way counts as inactive or inconclusive.

Molecule | AmpC no deterg | Shiga toxin inh | AmpC inh detg | AMA1 RON2 block | FBPA Giardia inh | Cycloheximide cs | HCMV antiviral
Cc1ccc(C(=O)OCC(=O)N(CC(C)C)c2c(N)n(Cc3ccccc3)c(=O)[nH]c2=O)cc1[N+](=O)[O-] | -33% | / | -2% | 13% | / | / | 6
Cc1ccc(-c2nn3cnnc3c3ccccc23)cc1 | -7% | -14 | -6% | 9% | 3% | 7 | -1
CC(C)CN(C(=O)c1ccc(-n2cncn2)c([N+](=O)[O-])c1)C1CCS(=O)(=O)C1 (stereo not given) | -3% | / | -15% | 4% | / | / | -21
Cc1cccc(N2CCN(S(=O)(=O)c3c(C)[nH]c(C)c3C(=O)N3CCCCC3)CC2)c1C | 151%[activator] | 2 | 11% | 0% | -5% | -4 | -17
CCOc1ccc2nc(NC3=NC(c4ccc(OC)cc4)CC(=O)N3)nc(C)c2c1 (stereo not given) | 105%[activator] | -16 | -13% | ? | -1% | -1 | -70*
Cc1nn(CC(=O)Nc2c(C)n(C)n(-c3ccccc3)c2=O)c(C)c1[N+](=O)[O-] | -14% | 15 | -12% | 6% | -3% | -5 | -10
Cc1ccc(CSCCNC(=O)CSc2ccccc2)cc1 | -16% | -2 | 1% | 1% | 0% | -2 | -8
Cc1ccc(C)c(N2CCN(C(=O)CCc3nc(-c4cccc(C(F)(F)F)c4)no3)CC2)c1 | 22% | / | / | 9% | / | / | 44
Cc1ccc(CCNC(=O)C2CCN(S(=O)(=O)N3CCCC3)CC2)cc1 | 1% | -11 | ? | 3% | 2% | -1 | -23
COc1ccc(CN(C)CC(O)COc2ccc(-c3ccccc3)cc2)cc1OC (stereo not given) | 124%[activator] | 2 | -3% | 2% | -7% | -3 | 29
CCn1cc(C2=NC(c3ccccc3)CO2)c2ccccc21 (stereo not given) | -7% | 24 | -9% | 0% | 0% | 15 | 10
O=C(NCCCSc1ccccc1)c1cccnc1 | 58% | -16 | 9% | -6% | / | -2 | 42
Cc1ccc(CC(=O)OCC(=O)NC2CCCC(C)C2C)cc1C (stereo not given) | 92%[activator] | -8 | -1% | 13% | -3% | -4 | -19
CCOC(=O)C1(CCCc2ccccc2)CCN(C(=O)C2CCCN(C(N)=O)C2)CC1 (stereo not given) | 187%[activator] | -4 | 9% | 4% | 4% | -1 | -36
CC(C)OC(=O)c1cccnc1SCC(=O)N(C)c1ccccc1 | 25% | -14 | ? | 15% | 5% | 1 | 4
Cc1ccc(Cl)cc1NC(=O)CN1C(=O)NC(C)(C2CC2)C1=O (stereo not given) | -3% | / | / | 0% | / | / | 10
Cc1nccc(-c2ccc(-n3cnc4ccccc43)cc2)n1 | 7% | 3 | 2% | 2% | 1% | 22 | ?
Cc1ccccc1-c1nc2ccccc2[nH]1 | -15% | 95* | 3% | -2% | -2% | 46* | -8
CCCCn1c(CNC(=O)Cc2ccccc2)nc2ccccc21 | 2% | -4 | ? | 12% | -1% | -4 | -3
Cc1cccc(NC(=O)c2cc(S(=O)(=O)N3CCCCC3)ccc2Cl)n1 | -17% | / | ? | 12% | / | / | -17
Clc1ccc(OC2CCN(Cc3nc(CC4CC4)no3)CC2)cc1 | 87%[activator] | -2 | 5% | -15% | -3% | 0 | -6
CC(=O)N=c1sc2cc(C)ccc2n1C | -14% | 147* | 3% | 0% | 1% | 29* | ?
Cc1ccccc1Oc1ccccc1N | -15% | 12 | -12% | -2% | -7% | 2 | -22
O=C(OCCCc1cc2ccccc2c(=O)o1)N1CCOCC1 | 10% | / | / | -12% | / | / | -1
Cc1cc(C)cc(-c2nnc(SCc3ccc(C(=O)O)cc3)o2)c1 | 17% | 55 | -6% | 39%[activator] | -2% | -1 | -5
Cc1cc(C(=O)N2CCC(C)CC2)on1 | -8% | 8 | 2% | -8% | 4% | -2 | -24
COC1CCN(C(=O)CC2C(=O)NCCN2CC(C)(C)C)CC1 (stereo not given) | -10% | 19 | 5% | 10% | ? | 6 | -10
CS(=O)(=O)c1ccccc1C(=O)Nc1ccc(-c2nc3ccccc3o2)cc1 | 95%[activator] | 65* | -7% | 12% | -2% | 31* | 23
CCC(=O)n1nc(-c2ccc(Cl)cc2)nc1SC | -28% | 68* | -12% | 4% | -2% | 32* | 30
COC(=O)c1cscc1NC(C)=O | -6% | 6 | -21% | -3% | 4% | -2 | 4
O=c1c2ccccc2nc(-c2ccccc2)n1-c1cccnc1 | -4% | 28 | 4% | 2% | 8% | -1 | 41
COc1ccc(/C=C/C(=O)Nc2cc(C)nn2-c2nc3ccccc3n2Cc2cccc([N+](=O)[O-])c2)cc1 | -33% | 18 | 0% | -4% | 3% | 5 | 23
CCC1CCc2sc(C(=O)NC3CCN(Cc4ccccc4)CC3)cc2C1 (stereo not given) | -2% | / | ? | -27% | / | / | ?
Cc1cccc(NS(=O)(=O)c2ccc3[nH]c(=O)cc(C(=O)OC(C)C(=O)Nc4ccc([N+](=O)[O-])cc4)c3c2)c1 (stereo not given) | ? | -7 | ? | -16% | -6% | -2 | 0
CN(C)CCCN(C(=O)COc1ccc(Cl)cc1)c1nc2c(F)cccc2s1 | 26% | -7 | -1% | -11% | -1% | -2 | 0
CC1C(=O)C(C)C(c2ccc(O)cc2)NC1c1ccc(O)cc1 (stereo not given) | -18% | -10 | -1% | 2% | 17% | -4 | 20
Cc1nnc(NC(=O)C2CCCN2C(=O)Nc2ccccc2)s1 (stereo not given) | -5% | -5 | -2% | 0% | 9% | 7 | -1
CCOC(=O)C1CCN(C(=O)c2cc3c(ccc4ccccc43)o2)CC1 | 120%[activator] | 121* | -2% | -7% | / | 59* | 21
COc1ccc(S(=O)(=O)N2CCCCC2)cc1-n1cnnn1 | -4% | -5 | 0% | 10% | 6% | 1 | -11
O=C(Cn1c(=O)n(Cc2ccco2)c(=O)c2c3c(sc21)CCCCC3)c1ccccc1 | -38% | 57* | ? | -15% | -1% | 12 | 52
O=C(CCS(=O)(=O)c1cc2c(cc1Cl)NC(=O)CO2)NCc1ccc(F)cc1 | -15% | -4 | -7% | 11% | -6% | -2 | 68
CC1(C)CC(NC(=S)Nc2ccc([N+](=O)[O-])cc2)CC(C)(C)N1 | -19% | -14 | 7% | -15% | 1% | -3 | -6
COc1ccc(-c2csc(N(Cc3ccco3)C(=O)c3cccs3)n2)cc1 | -44% | 57* | -4% | -14% | -4% | 22* | 1
CC(C)NC(=O)N(C)C[C@H]1Oc2c(NS(=O)(=O)c3ccc(F)cc3)cccc2C(=O)N([C@H](C)CO)C[C@@H]1C | 43% | / | / | -5% | / | / | 9
CCC(=O)Nc1ccc(C(=O)N/N=C/c2ccccc2[N+](=O)[O-])cc1 | -23% | 12 | -12% | 6% | 3% | 6 | 70
CN(C)S(=O)(=O)c1cccc(COC(=O)c2cnccn2)c1 | -21% | -6 | 0% | 0% | / | -2 | -19
COc1ccc(C)cc1NC(=O)CSc1nnnn1C1CCCC1 | -21% | 1 | 0% | 1% | / | -8 | ?
O=C(CCCCCN1C(=O)c2ccccc2C1=O)Nc1ccc(C(=O)O)cc1 | -7% | -4 | -7% | 6% | 1% | 3 | -24
COc1cc(/C=C2\SC(=S)N(CC(=O)O)C2=O)ccc1OC(=O)c1ccco1 | -18% | 2 | -9% | 2% | 5% | -6 | ?
CCCN1Cc2cccc(C(=O)NCc3cccs3)c2C1=O | -4% | -16 | -3% | -1% | -3% | -1 | 1
O=C(CSc1nnc(C2CC2)n1-c1ccccc1)N1CCCC1 | 32% | / | / | 8% | / | / | -23
COc1ccc(C(=O)N2CC3(C)CC2CC(C)(C)C3)cc1OC (stereo not given) | 69%[activator] | -4 | -4% | -8% | -2% | -2 | -38
Cc1cc(NC(=O)c2ccc(Cl)cc2)c(C(C)C)cc1O | -24% | -19 | 4% | -9% | -2% | -1 | -32
CCCc1cc(=O)[nH]c(SCc2ccc(F)cc2)n1 | -42% | -11 | 4% | -4% | -4% | -3 | 0
CCOc1ccc(/C=C2/SC(=S)N(CCC(=O)Nc3ccc(C(=O)O)cc3)C2=O)cc1 | -21% | -16 | ? | -16% | -5% | -2 | 6
O=C(Nc1ccc(C(=O)N2CCOCC2)cc1)Nc1cccc2ccccc12 | 3% | 8 | -4% | 3% | -5% | 28 | 23
CN(/N=C/c1ccc(Br)o1)C1=NS(=O)(=O)c2ccccc21 | -33% | -18 | 4% | 0% | 0% | -3 | -25
Cc1nn(CCc2nn[nH]n2)c2nc(-c3ccccc3)cc(C(F)(F)F)c12 | -6% | -7 | 0% | 20% | 18% | 0 | -13
O=C(COC(=O)c1ccccc1O)NCCC1=CCCCC1 | -5% | 90* | -10% | 3% | 2% | 47* | -33
CCC(C)NC(=O)/C=C/c1ccc(S(=O)(=O)NCc2ccco2)cc1 (stereo not given) | -18% | 21 | 1% | ? | 3% | 7 | -27

Molecules listed so far that have an aryl methoxy group (eight):
Molecule | AmpC no deterg | Shiga toxin inh | AmpC inh detg | AMA1 RON2 block | FBPA Giardia inh | Cycloheximide cs | HCMV antiviral
CCOc1ccc2nc(NC3=NC(c4ccc(OC)cc4)CC(=O)N3)nc(C)c2c1 (stereo not given) | 105%[activator] | -16 | -13% | ? | -1% | -1 | -70*
COc1ccc(CN(C)CC(O)COc2ccc(-c3ccccc3)cc2)cc1OC (stereo not given) | 124%[activator] | 2 | -3% | 2% | -7% | -3 | 29
COc1ccc(/C=C/C(=O)Nc2cc(C)nn2-c2nc3ccccc3n2Cc2cccc([N+](=O)[O-])c2)cc1 | -33% | 18 | 0% | -4% | 3% | 5 | 23
COc1ccc(S(=O)(=O)N2CCCCC2)cc1-n1cnnn1 | -4% | -5 | 0% | 10% | 6% | 1 | -11
COc1ccc(-c2csc(N(Cc3ccco3)C(=O)c3cccs3)n2)cc1 | -44% | 57* | -4% | -14% | -4% | 22* | 1
COc1ccc(C)cc1NC(=O)CSc1nnnn1C1CCCC1 | -21% | 1 | 0% | 1% | / | -8 | ?
COc1cc(/C=C2\SC(=S)N(CC(=O)O)C2=O)ccc1OC(=O)c1ccco1 | -18% | 2 | -9% | 2% | 5% | -6 | ?
COc1ccc(C(=O)N2CC3(C)CC2CC(C)(C)C3)cc1OC (stereo not given) | 69%[activator] | -4 | -4% | -8% | -2% | -2 | -38

Looked up above.
AmpC inh detg with CCC(C)NC(=O)/C=C/c1ccc(S(=O)(=O)NCc2ccco2)cc1 (stereo not given) reads 1%
HCMV antiviral with O=C(Cn1c(=O)n(Cc2ccco2)c(=O)c2c3c(sc21)CCCCC3)c1ccccc1 reads 52
